# Screens as filed in PubChem.
# hiPSC survival – enhancers of single-cell hiPSC survival, primary screen, ATPlite luminescence; AID 602274, 2012; 100% = ROCK inhibitor wells, 0% = DMSO; survival enhancement, % at 20 µM; 0.044% of 360,000 active; in the data active = survival enhancement above about 18%;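 also: cells exposed to compounds for 16 hours before the ATP read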
# CaV13 ICDI inh – Primary screen for inhibitors of IQ motif and Ca2+-dependent inactivation inhibitor domain binding in CACNA1D, Förster resonance energy transfer in living cells, …; HEK cells, CFP/YFP FRET ICDI-IQ, plate reader, 10 min; percent FRET-ratio fall versus neutral wells; inhibition, % at 12.3 µM; 0.098% of 340,000 active; AID 743397;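 active = mean replicate inhibition of at least 30% and at least 1% of replicates passing that level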;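 also: 0% = median of the neutral control wells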
# TRPM1 prom inh – inhibitors of MITF-dependent TRPM1 promoter reporter, primary screen, cell-based, SK-MEL-5, single point, luciferase. SK-MEL-5 TRPM1 promoter luciferase, 24 h. inhibition, % at 12.5 µM. 0.83% of 330,000 active. AID 488899, 2010;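 active = mean inhibition across replicates of 60% or more, whatever share of single replicates reaches that level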; also: values of inactives mirror those of a sister screen read the other way
# aDG glyco act – activators of alpha-DG glycosylation, primary screen, uHTS, Pro5-aDG cells, AlphaScreen | 0.22% of 360,000 active | AID 624168, 2012 | alpha-DG glycosylation AlphaScreen (IIH6); 0% Pro5, 100% B10-LARGE cell signal | activation, % at 10 µM;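 active = activation of at least 8% versus controls, or a plate z-score of at least 8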;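 also: Pro5 are CHO cells carrying HIG-tagged alpha-DG that lacks glycosylation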
# NR2E3 ag-1 – NR2E3 agonists in two-hybrid cells, primary screen, cell-based, luminescence, CHO-S, Gal4-NCOR/VP16-NR2E3; Photoreceptor-specific nuclear receptor (Homo sapiens), Q9Y5X4; luciferase; inhibition of corepressor binding, % at 3.98 µM; 0.35% of 360,000 active; AID 602229, 2012;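 active = inhibition above the mean of all tested compounds plus 3 SD, cut at about 70% in these data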;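 also: 0% = DMSO with NR2E3 transfected cells and 100% = cells lacking NR2E3 construct; higher means lower luciferase signal from less NR2E3 corepressor binding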
# Target sequence (Q9Y5X4 whole entry, looked up, the tested form may be a part): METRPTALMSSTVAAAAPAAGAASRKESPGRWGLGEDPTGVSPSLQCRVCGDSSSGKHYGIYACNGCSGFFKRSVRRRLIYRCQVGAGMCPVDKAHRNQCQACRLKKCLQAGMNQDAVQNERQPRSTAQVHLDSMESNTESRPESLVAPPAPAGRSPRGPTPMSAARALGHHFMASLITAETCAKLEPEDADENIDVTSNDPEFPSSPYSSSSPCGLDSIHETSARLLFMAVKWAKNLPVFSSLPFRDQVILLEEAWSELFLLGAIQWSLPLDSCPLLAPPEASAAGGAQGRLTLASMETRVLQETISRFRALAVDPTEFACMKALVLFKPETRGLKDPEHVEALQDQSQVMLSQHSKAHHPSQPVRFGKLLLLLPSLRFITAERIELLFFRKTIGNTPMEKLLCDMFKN
# Peg3 promoter – Peg3 promoter-driven luciferase inhibitors, primary screen, cell-based, HeLa, luciferase luminescence. HeLa PEG-Prom luciferase reporter, overnight. inhibition, % at 20 µM. 1.7% of 360,000 active;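 active = inhibition of at least 50% at 20 µM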
# HIF-2a block – HIF-2a reporter inhibitors, primary screen, luminescence, 786-0 RCC cells; 786-0 RCC cells HIF-2a reporter, luciferase luminescence, overnight; inhibition, % at 18.8 µM; 0.72% of 360,000 active; AID 624352, 2012;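 active = inhibition of the luminescence signal of 40% or more relative to plate controls, in a single-dose primary screen at 18.75 µM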
# NR2E3 ag-2 – inhibitors of NR2E3-RetCOR corepressor binding, primary screen, NR2E3 agonist project, biochemical, TR-FRET, GST-NR2E3, biotin-RetCOR; Photoreceptor-specific nuclear receptor (Homo sapiens), Q9Y5X4; 1536-well; inhibition of corepressor binding, % at 4.78 µM; 0.12% of 320,000 active; AID 2300, 2010;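 active = percent inhibition above the cutoff of mean plus 3 SD of all tested compounds, set per screening campaign, cut at about 20% in these data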;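 also: 0% = DMSO wells and 100% = biotin wells as full block of FRET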
#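 Test system: GST-NR2E3 and biotin-RetCOR proteins | Quantity: 1.35 nM GST-tagged NR2E3 final | Medium: Tris pH 7.5 | Also added: 7 nM biotin-RetCOR | Dosing: Compound at 4.8 µM, single dose | Timing: 5 h at 4 °C | Detection: Time-resolved FRET | Read-out basis: Percent inhibition | Benchmarks: Biotin wells as high control, 0.6% DMSO wells as low control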
# PDI turbidity – inhibitors of human PDI, primary screen, biochemical, turbidity, single point, plate reader; 0.052% of 350,000 active; AID 588391, 2011; PDI insulin aggregation turbidity, A650, 90 min; Protein disulfide-isomerase (Homo sapiens), P07237; inhibition, % at 10 µM;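 active = mean inhibition across replicates of 30% or more, whatever share of single replicates reach that level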;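 also: absorbance from insulin aggregation driven by PDI reduction with DTT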
# Target sequence (P07237 whole entry, looked up): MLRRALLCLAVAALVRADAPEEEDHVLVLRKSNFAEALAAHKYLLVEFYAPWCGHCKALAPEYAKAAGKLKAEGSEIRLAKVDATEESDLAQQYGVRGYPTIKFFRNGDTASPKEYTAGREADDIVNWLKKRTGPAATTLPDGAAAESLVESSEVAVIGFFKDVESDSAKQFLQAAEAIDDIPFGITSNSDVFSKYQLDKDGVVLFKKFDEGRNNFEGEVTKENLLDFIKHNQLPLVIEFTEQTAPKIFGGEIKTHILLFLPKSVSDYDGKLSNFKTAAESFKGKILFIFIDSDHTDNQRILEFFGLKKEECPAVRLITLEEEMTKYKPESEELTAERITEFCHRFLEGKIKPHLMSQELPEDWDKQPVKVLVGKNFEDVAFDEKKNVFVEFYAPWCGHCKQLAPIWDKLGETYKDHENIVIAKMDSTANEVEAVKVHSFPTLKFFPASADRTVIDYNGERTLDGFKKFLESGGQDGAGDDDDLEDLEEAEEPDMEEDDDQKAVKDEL
# Granule exo inh – LAMP-1 surface exposure blockers, TALL-104 cells – cell-based, flow cytometry, MLPCN library, primary screen; TALL-104 LAMP-1 surface exposure; cells stimulated with thapsigargin and PMA; inhibition, % at 10 µM; AID 651702, 2012; 0.66% of 360,000 active;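 active = inhibition above about 55%, limit read from the data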
# Vif inh – HIV Vif self-association inhibitors, primary screen, imaging, HEK293T, single point; HEK293T cells, Vif self-association by quenched fluorescence, 24 h; inhibition, % at 7.49 µM; 0.35% of 340,000 active; AID 602346, 2012; in the data active = inhibition above about 50%, passing the limit was not always enough; also: some results filed as inactive read as strong as hits
# An asterisk follows results filed as active; · = not tested or not shown.
SMILES,hiPSC survival,CaV13 ICDI inh,TRPM1 prom inh,aDG glyco act,NR2E3 ag-1,Peg3 promoter,HIF-2a block,NR2E3 ag-2,PDI turbidity,Granule exo inh,Vif inh
Cc1ccc2[nH]cc(C(=O)CN3CCN(C)CC3)c2c1,-1.6,·,-1,-0.2,1,5,2,3,-5,-2,19
C[C@H](CO)N1C[C@H](C)[C@@H](CN(C)C(=O)Nc2ccc(N3CCN(C)CC3)cc2)OCc2cnnn2CCCC1=O,-2.4,-5,·,0.0,-18,-16,5,·,1,0,0
Cc1ccc(C(=O)CSc2nc(C)cc(C)c2C(N)=O)cc1,0.1,-7,-9,0.5,-16,-49,-67,0,-3,-5,-2
O=C(CC[C@H]1O[C@@H](n2ccc(=O)[nH]c2=O)[C@H](O)[C@@H]1O)NCC1CCCO1 (stereo not given in full),-1.8,-3,·,0.0,-9,5,18,·,·,0,10
CC1(C)Cc2c(C#N)c(SCC(=O)c3ccccc3)nc(N3CCOCC3)c2CS1,20*,-5,13,-0.5,-10,27,11,1,-3,3,-5
Cc1[nH]c2ccccc2c1C(=O)CN1CCN(c2ccc(Cl)cc2)CC1,-0.7,-16,-25,0.6,-5,-1,2,7,-20,17,·
COc1ccc(-c2c(C)[nH]n3c(=O)c(Cc4ccccc4)c(C)nc23)cc1OC,-0.1,-12,18,-0.3,-12,24,33,5,-1,-1,-7
Cc1nnc(NC(=O)c2ccc(-c3ccc([N+](=O)[O-])cc3)o2)s1,-0.1,-3,-8,0.1,-22,-6,4,3,-12,-3,4
Cc1cc(C)n(CC(=O)O)c(=O)c1[N+](=O)[O-],0.6,6,-1,0.1,-17,19,22,-3,-4,-4,6
Cc1cccc2c(C(=O)n3cccn3)cc(-c3ccccc3Cl)nc12,-0.9,-5,7,0.0,-13,6,21,1,-9,-5,-2
CC(C)(C)Nc1nc(N)nc(Cl)n1,0.9,-4,24,-0.1,-33,3,-1,0,-9,2,-3
S=C1NC[C@H](CC2CCCCC2)N1CCCCC1CCCCC1,-2.0,-6,·,0.6,17,-11,6,-1,-3,-4,0
O=C(Cc1ccccc1)N1N=C(c2ccncc2)CC1(O)C(F)(F)F (stereo not given),-0.6,2,6,0.1,-7,17,19,2,-1,5,-10
COc1ccc(N(C(=O)c2cccc(OC)c2OC)C2C=CS(=O)(=O)C2)c(OC)c1 (stereo not given),0.8,-8,-2,-0.2,-4,1,5,0,4,-6,-4
COc1ccc(CNC(=O)c2cc(=O)c3ccccc3o2)cc1,0.8,-14,0,-0.1,3,16,11,-1,-1,-4,7
CCOC(=O)CNC(=O)CSc1nnc(-c2ccccc2)c(-c2ccccc2)n1,-0.4,0,-1,0.4,8,-5,30,2,11,-5,2
N#Cc1ccc(OCc2c(-c3ccccc3)nnn2CC(=O)O)cc1,-2.1,-15,·,-0.2,1,16,15,·,6,-1,-16
COc1ccc(OC)c(NC(=O)c2cc(S(=O)(=O)N3CCCC3)cn2C)c1,1.8,-6,-10,0.9,-14,19,2,-3,·,-1,·
COc1cc(Nc2cccc(-c3ccccc3)n2)cc(OC)c1OC,-0.3,-11,·,-0.1,-5,2,-6,·,-5,-4,12
Cc1cc(NC(=O)CSc2nnnn2-c2ccc(C(C)C)cc2)no1,0.0,-18,9,0.3,-4,2,12,-4,8,0,14
O=C(CCN1C(=O)c2ccccc2S1(=O)=O)Nc1cccc2ccccc12,0.8,-6,0,0.1,-12,-1,-2,-2,-2,0,5
O=C(CCN1CCOCC1)Nc1ccc(Cl)cc1,1.1,-1,-21,0.0,-40,7,11,4,6,-8,74*
Cc1onc(-c2ccccc2)c1C(=O)N1CCOCC1,11,·,5,-0.1,-6,-5,9,0,7,-4,5
CCNC(=O)c1c(C)[nH]c(C(=O)OCC)c1C,-1.8,-3,1,0.2,17,5,10,2,7,0,-4
Nn1c(SCc2ccc(F)cc2)nnc1-c1ccccn1,-0.7,-5,·,0.1,-55,-65,-120,7,10,0,-3
FC(F)(F)c1ccc(NC(=S)NC2CCCCC2)cc1,-0.4,8,-35,0.2,-51,-141,-242,-1,-1,0,-7
COc1ccc(NC(=O)CC2C(=O)N(c3ccc(Cl)cc3)C(=S)N2NC(=O)c2cccc(F)c2)cc1 (stereo not given),-0.5,-3,6,0.1,-7,-33,-41,1,-16,1,2
CCOc1ccc(OCCn2c(=S)[nH]c3c(N)ncnc32)cc1,-0.5,0,6,0.0,-27,0,17,5,-6,3,5
O=C(NCCCCc1ccccc1)NC[C@@H]1CC[C@@H](Cc2ccc(-c3ccccc3)cc2)O1,-0.1,-5,-5,0.1,-12,-5,-47,·,5,19,-27
O=C(Cc1ccc(S(=O)(=O)N2CCOCC2)s1)Nc1nc2c(s1)CCCC2,9.2,·,-7,-0.1,3,11,15,4,3,-1,2

# Marked active in Vif inh (from the list above):
molecule,CaV13 ICDI inh,TRPM1 prom inh,aDG glyco act,NR2E3 ag-1,Peg3 promoter,HIF-2a block,NR2E3 ag-2,PDI turbidity,Granule exo inh,Vif inh
O=C(CCN1CCOCC1)Nc1ccc(Cl)cc1,-1,-21,0.0,-40,7,11,4,6,-8,74*

# (cont.)
SMILES,hiPSC survival,CaV13 ICDI inh,TRPM1 prom inh,aDG glyco act,NR2E3 ag-1,Peg3 promoter,HIF-2a block,NR2E3 ag-2,PDI turbidity,Granule exo inh,Vif inh
O/N=C1/CCCSc2ccccc21,2.3,-6,-20,0.1,4,9,14,1,4,-1,-2
C/C(=N\NC(=O)c1cccnc1)c1ccc(Br)cc1,-0.2,6,3,0.3,-8,-37,-31,3,-1,0,-3
O=c1cnnc(NCc2ccccc2)[nH]1,1.9,-5,9,0.1,-9,10,20,2,-9,1,5
COc1ccc(-c2nn(-c3ccccc3)cc2C(=O)NC(=S)N2CCOCC2)cc1OC,-2.4,-8,-32,0.2,-20,-88,-89,6,-4,-5,8
CCc1cc(C(=O)N2CCN(S(=O)(=O)c3ccccc3F)CC2)sc1C,2.7,-2,5,0.0,15,10,8,-2,-1,0,·
COc1cccc2c(=O)cc(C)n(CC(=O)Nc3cccc(C)c3)c12,1.0,-3,24,2.7,-23,2,13,0,15,1,-25
N#Cc1ccccc1CN1C(=O)S/C(=C/c2cccn2-c2cccc(C(=O)O)c2)C1=O,0.6,-7,5,0.0,-22,5,3,6,-1,0,-2
Cn1c(N2CCCC2)nc2c1c(=O)[nH]c(=O)n2C,-0.4,-6,-5,-0.1,-26,9,6,0,5,-9,-5
O=C(NNC(=O)c1cccs1)c1ccc(Cl)cc1,-0.7,-4,-12,0.1,-74,-88,-76,7,-3,-7,10
Cn1ccnc1SC(C(=O)O)c1ccccc1 (stereo not given),0.8,-6,5,-0.1,3,-1,0,1,-24,-5,5
CC(=O)C1=C(O)C(=O)N(CCC(=O)O)C1c1ccccc1Cl (stereo not given),3.1,-9,-4,-0.5,-10,24,11,6,3,0,6
COc1ccc(F)cc1S(=O)(=O)n1cnc2ccccc21,1.1,-3,3,-0.1,35,16,20,-3,2,-2,23
O=S(=O)(c1cccc(-c2cn3ccccc3n2)c1)N1CCCC1,-0.4,-7,0,0.0,-3,-10,-16,0,-13,-9,-8
OCC1(CCCc2ccccc2)CCN(Cc2cnc(N3CCOCC3)s2)CC1,-0.1,-7,0,0.8,0,11,9,2,1,2,-9
Cc1ccc(NC(=O)Cn2c(=O)n(Cc3ccco3)c(=O)c3ccccc32)c(C)c1,5.8,-5,1,0.4,-2,-9,-21,1,11,0,2
CC1CN(c2nc3ccccc3nc2SCC(=O)Nc2ccc(F)cc2)CC(C)O1 (stereo not given),0.8,-3,·,-0.3,-10,5,-45,5,·,1,·
CCC(NC(=O)c1oc2ccccc2c1COC)c1ccc(OC)cc1 (stereo not given),-0.4,-4,13,0.1,10,0,-4,-1,-8,-13,13
O=C(NCc1ccccc1)C1CCN(S(=O)(=O)N2CCCCCC2)CC1,-1.3,-9,1,0.2,-2,14,-4,0,-6,1,·
CNC(=O)C(=O)Nc1cc2c3c(c1)CCN3C(=O)CC2,-0.6,-13,-1,0.0,-45,-3,4,-1,-2,-1,-19
Fc1ccccc1-c1n[nH]c(=S)n1/N=C/c1c[nH]c2ccccc12,-0.2,-21,21,-0.1,-20,22,21,-1,8,10,-5
CC(C)(C)NCC(O)COc1ccc(Br)cc1 (stereo not given),-2.0,-4,-2,0.1,-1,12,13,3,-14,-2,-3
O=C(CC(Sc1n[nH]c(-c2ccccc2)n1)c1ccccc1)NCc1ccccc1 (stereo not given),0.9,-3,-13,0.3,-6,14,15,1,4,5,3
COc1ccc(-c2cc(-c3ccc(OC)cc3)nc(-c3ccc4c(c3)NC(=O)CO4)c2)cc1,7.1,-9,-6,-0.1,11,28,4,-4,-6,0,-3
CC(C)(C)NC(=S)NC(=O)C12CC3CCC(CC(C3)C1)C2,-1.7,-3,15,-0.2,-2,7,23,-3,-9,-3,-10
CCC(=O)N1CCc2cc(S(=O)(=O)CCC(=O)NCc3cccc(OC)c3)ccc21,0.9,-2,12,0.4,4,4,5,-2,-1,-14,1
Cc1cccc(N2CCN(C(=O)c3ccc(-n4cncn4)c([N+](=O)[O-])c3)CC2)c1C,-0.4,·,21,0.8,30,20,3,0,-4,-1,-8
O=C(Nc1cc(Cl)ncn1)c1ccccc1,0.1,-18,·,0.1,17,-26,6,7,-1,0,5
CC(Cc1ccccc1)NC(=O)c1cc2ccccc2o1 (stereo not given),0.1,-2,-64,-0.1,-101,-250,-275,3,-2,6,20
O=C(COC(=O)c1ccc(Cl)c(S(=O)(=O)N2CCCCCC2)c1)NCc1ccccc1,3.3,-5,·,0.3,-10,10,9,·,7,2,·
CN(CC(=O)N1CCOCC1)S(=O)(=O)c1ccc2ccccc2c1,0.0,-3,-1,0.0,2,1,11,2,-10,1,1
CCCCCOCC1CC(C/C(C)=N/Nc2nc(-c3ccccc3)cs2)C(=O)O1 (stereo not given),10,·,7,0.0,-17,-22,-27,1,1,-1,-5
COc1ccc(/C=C2\SC(N)=NC2=O)cc1,-0.1,7,8,-0.1,-81,-22,-51,·,-5,-1,0
